UPR CHOP act – activators of apoptotic arm of unfolded protein response (CHOP); CHO-CHOP luciferase reporter, UPR activation, luminescence; percent of tunicamycin response over DMSO baseline; activation, % at 10 µM; 330,000 compounds, 0.34% hits; AID 449763;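 active means at 10 µM dose, activation of 40% or more, normalized to positive control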;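 further: 100% = tunicamycin at 10 µg/mL and 0% = DMSO alone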
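System: CHO-CHOP luciferase reporter cell line; amount: 500 cells/well; buffer or medium: F12 medium containing 10% fetal bovine serum; incubation: 6 h compound exposure at 37 °C after overnight seeding; measured by: luciferase luminescence after 10 min with Steady-Glo reagent; evaluation: % reporter activation, DMSO baseline versus tunicamycin full activation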
XBP1 UPR activ – adaptive UPR (XBP1) activation; CHO-XBP1 luciferase reporter, IRE1-XBP1 UPR activation, luminescence; percent of tunicamycin response, DMSO as zero; activation, % at 20 µM; 330,000 compounds, 0.33% hits;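 active means versus positive control, 20 µM dose yields 30% or more activation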;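 further: 100% = tunicamycin at 10 µg/mL and 0% = DMSO only wells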
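Material: CHO-XBP1 cells stably carrying IRE1-XBP1-driven luciferase reporter | Medium: F12 with 10% serum | Compound dosing: 20 µM single concentration, DMSO 1% | Incubation: Overnight seeding at 37 °C, 6 h compound treatment at 37 °C | Detection: Steady-Glo luminescence read | Read-out basis: % activation of reporter signal versus tunicamycin and DMSO controls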
697 NFkB inh – inhibitors of the PMA/ionomycin-induced NF-kB reporter in 697 B cells; 697 B-cell NF-kB luciferase reporter, 16 h; inhibition, % at 4 µM; 330,000 compounds, 0.33% hits; in the data active means inhibition above about 35%
tim23-1 inh – tim23-1 yeast growth inhibition; S. cerevisiae tim23-1 growth, BacTiter-Glo luminescence, 24 h; inhibition, % at 20 µM; 330,000 compounds, 1.3% hits; AID 463212;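 active means growth inhibition of the mutant yeast at or above 50%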;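 further: temperature-sensitive mutant grown at 25 °C; plate controls were DMSO-treated mutant yeast for no effect and medium wells lacking yeast for full effect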
APJ antagonist – blocks the human apelin receptor APJ | P35414 | CHO-K1 APJ beta-arrestin complementation, luminescence | inhibition, % at 20 µM | 330,000 compounds, 0.32% hits | AID 2521;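 active means inhibition above about 40% at 20 µM, limit read from the data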;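 further: cells challenged with 10 nM apelin-13 agonist together with compound; plate controls were apelin-13 plus DMSO wells for no effect and DMSO wells lacking apelin-13 for full effect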
Jurkat NFkB inh – lowers PMA/ionomycin-induced NF-kB signal in Jurkat cells; inhibition, % at 4 µM; 330,000 compounds, 0.53% hits; PMA/ionomycin-induced NF-kB luciferase reporter, luminescence; in the data active means inhibition above about 50%
Mdm2-MdmX inh – disrupts the human Mdm2-MdmX interaction; AID 485346; O15151+Q00987; 330,000 compounds, 3% hits; inhibition, % at 8 µM; SaOS-2 split-luciferase Mdm2/MdmX complementation, luminescence;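 active means inhibition of at least 50% at 8 µM in the primary screen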
Target sequence (O15151 whole entry, looked up): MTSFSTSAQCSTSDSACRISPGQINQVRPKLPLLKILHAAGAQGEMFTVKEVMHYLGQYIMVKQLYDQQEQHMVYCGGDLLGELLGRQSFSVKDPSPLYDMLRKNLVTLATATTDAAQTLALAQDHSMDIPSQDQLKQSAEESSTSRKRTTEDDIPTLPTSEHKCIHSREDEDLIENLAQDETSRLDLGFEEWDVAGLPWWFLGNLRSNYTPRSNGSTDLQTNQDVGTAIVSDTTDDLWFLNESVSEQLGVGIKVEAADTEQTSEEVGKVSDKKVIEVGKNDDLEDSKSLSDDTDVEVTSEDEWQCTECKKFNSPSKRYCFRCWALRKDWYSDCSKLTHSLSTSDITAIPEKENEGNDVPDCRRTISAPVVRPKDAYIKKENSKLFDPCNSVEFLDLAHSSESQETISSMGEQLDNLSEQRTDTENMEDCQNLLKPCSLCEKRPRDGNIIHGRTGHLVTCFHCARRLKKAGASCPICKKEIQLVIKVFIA
Target sequence (Q00987 whole entry, looked up): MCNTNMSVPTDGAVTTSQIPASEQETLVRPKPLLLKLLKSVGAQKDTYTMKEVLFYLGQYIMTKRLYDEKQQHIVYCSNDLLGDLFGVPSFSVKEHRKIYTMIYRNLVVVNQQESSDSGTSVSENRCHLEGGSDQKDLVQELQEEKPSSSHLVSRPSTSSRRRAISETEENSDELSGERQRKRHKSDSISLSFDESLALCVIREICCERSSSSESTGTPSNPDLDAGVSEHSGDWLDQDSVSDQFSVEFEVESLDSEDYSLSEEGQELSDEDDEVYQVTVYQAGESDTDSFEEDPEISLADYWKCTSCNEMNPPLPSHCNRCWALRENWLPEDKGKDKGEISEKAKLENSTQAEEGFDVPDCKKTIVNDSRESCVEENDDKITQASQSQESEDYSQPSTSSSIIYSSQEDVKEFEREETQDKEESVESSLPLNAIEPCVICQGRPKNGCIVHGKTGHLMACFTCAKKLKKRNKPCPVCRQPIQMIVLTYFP
APJ agonist – agonists of human APJ apelin receptor; CHO-K1 APJ PathHunter beta-arrestin, luminescence; 0% DMSO wells, 100% apelin; activation, % at 20 µM; 330,000 compounds, 0.11% hits;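 active means activation more than six SD over the plate average, tested at 20 µM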;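 further: 0% = DMSO alone and 100% = apelin-13 at 10 nM; some results filed as inactive read as strong as hits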
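assay system = CHO-K1 APJ beta-arrestin complementation cell line | input = cell density 1000 per well | dosing = compound 20 µM once, DMSO 1% | timing = compound 90 min 25 °C, reagent 1 h | measured by = luminescence from split beta-galactosidase complementation, Galacton Star/Emerald II substrate | read-out basis = APJ agonist activity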
* marks the source's active call; other numbers are inactive results. Random draw from the library. About 5% of those tested had a hit in this group.

SMILES | UPR CHOP act | XBP1 UPR activ | 697 NFkB inh | tim23-1 inh | APJ antagonist | Jurkat NFkB inh | Mdm2-MdmX inh | APJ agonist
CC(=O)Nc1ccc(NC(=O)C2CCCN2C(=O)Nc2ccc(F)c([N+](=O)[O-])c2)cc1 (stereo not given) | 0.1 | 0 | 6 | -1 | 9 | 0 | 13 | -4
CCn1c(=O)c(C(=O)NCc2ccccc2Cl)c(O)c2ccccc21 | 1.5 | 1 | 6 | 35 | 2 | 17 | 4 | -2
CC(Sc1nnc(-c2ccc(C(C)(C)C)cc2)n1C)C(N)=O (stereo not given) | -1.2 | -6 | 18 | 19 | -17 | -19 | 15 | -4
CCOc1cc(C(=S)N2CCCC2)ccc1OCC(=O)Nc1c(C)cc(C)cc1C | -0.7 | -7 | -12 | 5 | 0 | 14 | 30 | -4
CCCCN(C(=O)c1cc2c(s1)CCC2)c1c(N)n(CC(C)C)c(=O)[nH]c1=O | 3.0 | -3 | 11 | 28 | 4 | -3 | 13 | -2
O=NC1=C(c2c(O)[nH]c3ccccc23)CCCC1 | -0.2 | 2 | -20 | 12 | 2 | -20 | 20 | 1
N#Cc1ccccc1OCC(=O)Nc1ccc(N2CCOCC2)cc1N1CCOCC1 | 1.0 | 0 | 11 | 12 | 7 | 9 | -19 | -1
CC(=O)Nc1cc(C(=O)N2CCN(C)CC2)ccc1Sc1ccc(C)cc1 | 0.8 | -2 | 9 | 13 | 2 | 4 | 3 | -2
CN(C)S(=O)(=O)c1cccc(C(=O)N2CCN(Cc3ccccc3)CC2)c1 | 1.9 | 3 | 3 | 3 | 7 | -1 | -3 | -2
c1ccc(CO/N=C(\c2ccc(C3CC3)nc2)C2CC2)cc1 | 1.4 | 4 | -8 | 7 | -8 | -27 | -31 | -4
COc1cc(NC(=S)NC(C)=O)ccc1NC(=O)C(C)C | 0.3 | -2 | -12 | 10 | 0 | -13 | 8 | 0
COCCNC(=O)c1ccccc1-c1ccccc1C(=O)O | 1.9 | -4 | 5 | -12 | 10 | 6 | 17 | -1
Cc1nnc(SCC(=O)Nc2nc3ccccc3s2)n(N)c1=O | 4.3 | 1 | -27 | 17 | 6 | 10 | -7 | 1
O=C(CN1CCN(S(=O)(=O)c2ccc(F)cc2)CC1)NC1CCCC1 | -1.0 | -5 | 23 | 1 | 3 | 3 | 0 | -3
COCCN(CCOC)S(=O)(=O)c1ccc(Cl)nc1 | 0.3 | -2 | 32 | 8 | 2 | -1 | 24 | -4
COc1ccccc1N(CC(=O)Nc1ccc(F)c(F)c1)S(C)(=O)=O | 0.9 | -1 | -21 | 7 | -2 | 6 | 1 | 1
CC(=O)Nc1cccc(-c2nnc3n2CC(C)S3)c1 (stereo not given) | 1.2 | -1 | 18 | -2 | -15 | 3 | 16 | 1
COc1cccc(NC(=O)C2CCC2)c1 | 0.3 | 2 | -11 | 29 | -12 | 2 | -2 | 2
Cc1cc(S(=O)(=O)NCC(=O)O)ccc1F | 1.0 | -1 | -2 | 3 | 3 | -4 | 18 | 3
O=C(NCCN1CCOCC1)c1cccc(S(=O)(=O)Nc2ccc(Br)cc2)c1 | -2.4 | -3 | 4 | 13 | 12 | 15 | -2 | -2
CCN(Cc1ccncc1)C(=O)c1ccccc1NS(=O)(=O)c1ccc(F)cc1 | -0.2 | 2 | 12 | 18 | -1 | 1 | 0 | -1
CCCCC(=O)/C=C/n1c(=S)oc2ccccc21 | 120* | -1 | -64 | 26 | 5 | 0 | 100* | -1
O=C(O)CN1C(=O)/C(=C\c2cc([N+](=O)[O-])ccc2OCc2ccccc2Cl)SC1=S | 4.6 | 2 | -23 | 30 | -12 | -2 | -17 | 3
CC1CN(C(=O)NCc2ccccc2)c2cc(Cl)ccc2O1 (stereo not given) | 0.9 | -2 | 2 | 18 | 8 | -1 | 16 | -5
CCN(CC)S(=O)(=O)c1ccc2[nH]c(=O)cc(C(=O)NCC(c3ccco3)N3CCCC3)c2c1 (stereo not given) | 1.8 | -2 | 12 | 8 | -47 | 10 | -16 | -2

Single records, as listed above:
CC(Sc1nnc(-c2ccc(C(C)(C)C)cc2)n1C)C(N)=O (stereo not given) across the screens: UPR CHOP act: -1.2; XBP1 UPR activ: -6; 697 NFkB inh: 18; tim23-1 inh: 19; APJ antagonist: -17; Jurkat NFkB inh: -19; Mdm2-MdmX inh: 15; APJ agonist: -4
O=NC1=C(c2c(O)[nH]c3ccccc23)CCCC1 across the screens: UPR CHOP act: -0.2; XBP1 UPR activ: 2; 697 NFkB inh: -20; tim23-1 inh: 12; APJ antagonist: 2; Jurkat NFkB inh: -20; Mdm2-MdmX inh: 20; APJ agonist: 1
CCN(Cc1ccncc1)C(=O)c1ccccc1NS(=O)(=O)c1ccc(F)cc1 across the screens: UPR CHOP act: -0.2; XBP1 UPR activ: 2; 697 NFkB inh: 12; tim23-1 inh: 18; APJ antagonist: -1; Jurkat NFkB inh: 1; Mdm2-MdmX inh: 0; APJ agonist: -1

Additional results follow:
SMILES | UPR CHOP act | XBP1 UPR activ | 697 NFkB inh | tim23-1 inh | APJ antagonist | Jurkat NFkB inh | Mdm2-MdmX inh | APJ agonist
Cc1ccc(OCC(=O)N/N=C\c2c(C)n(C)c3ccccc23)c([N+](=O)[O-])c1 | -0.5 | 1 | -14 | 37 | -2 | 33 | 37 | 16
COc1ccc(CN2C(=O)c3cccnc3C2O)cc1 (stereo not given) | -1.5 | 0 | -8 | 0 | 3 | -2 | 13 | -2
O=C1CCC(=O)N1CC(=O)N(c1ccccc1)c1ccccc1 | 0.4 | 2 | 15 | -3 | -7 | 12 | -1 | -2
CC(=O)Oc1cccc(N2C(=O)C3C4C=CC(C4=C(C)C)C3C2=O)c1 (stereo not given) | -0.3 | 0 | 11 | 24 | 0 | 7 | 10 | 13
Cc1cc(=O)n2[nH]c(-c3cccnc3)nc2n1 | -0.9 | 0 | 8 | 9 | -2 | 4 | -40 | -3
FC(F)(F)c1cccc(Cc2noc(CN3CCCCC3c3ccccn3)n2)c1 (stereo not given) | -1.0 | -1 | 3 | 32 | 1 | 3 | 11 | -2
CCCn1c(SCC(=O)Nc2nnc(CC)s2)nnc1-c1ccncc1 | -0.3 | -1 | 14 | 10 | 3 | -6 | 25 | -4
COC(=O)c1cc(S(=O)(=O)Nc2ccc(C)cn2)c[nH]1 | 1.9 | -4 | 13 | 3 | 2 | 15 | -12 | 6
O=C(NCc1ccccn1)C1CCN(S(=O)(=O)c2ccccc2C(F)(F)F)CC1 | -0.4 | -1 | 8 | -4 | 4 | 6 | 16 | -6
COc1ccccc1C(=O)NC(=O)COc1ccc([N+](=O)[O-])cc1 | 1.0 | -2 | 11 | 3 | 13 | 1 | 8 | -2
O=C(CSc1nnc(NC(=O)C2CC2)s1)Nc1ccc(F)cc1F | -0.9 | 3 | 7 | 14 | 7 | -7 | 18 | -5
O=C(NCCOc1ccccc1F)c1cc([N+](=O)[O-])ccc1N1CCOCC1 | 1.8 | -9 | -8 | 5 | 16 | 57* | 48 | -4
CCOc1ncccc1C(=O)Nc1cccc(S(=O)(=O)NC2=NCCC2)c1 | 1.3 | 5 | 16 | 10 | -11 | -6 | 15 | 0
CC(=O)OCC1(C)CN(c2ccccc2)N(C(=O)c2ccc(F)cc2)C1=O (stereo not given) | 2.5 | -3 | 12 | 30 | -11 | 3 | 13 | 2
Cc1cccc(CCNC(=O)c2cc(S(=O)(=O)N3CCCC3)cn2C)c1 | 1.2 | -2 | 10 | 9 | -9 | -8 | 8 | -4
CN(C)c1ccc(/C=N/NC(N)=S)cc1[N+](=O)[O-] | 1.3 | 1 | 24 | -2 | 5 | 5 | -1 | -7
CC(=O)N/C(=C/c1ccc(OC(F)F)cc1)C(=O)O | 0.3 | -1 | -10 | 1 | 19 | -4 | -2 | -2
CCOc1ccccc1NC(=O)COn1nnc2ccc(Cl)cc21 | -2.2 | -2 | 13 | 5 | -2 | 3 | -15 | -2
CC(=O)Nc1ccc(S(=O)(=O)N2CCN(S(=O)(=O)N3CCC(C)CC3)CC2)cc1 | 1.3 | -1 | -15 | -8 | 16 | 21 | 14 | -1
COc1ccc(C(C2C(=O)CC(C)(C)CC2=O)C2C(=O)CC(C)(C)CC2=O)cc1 | -1.6 | 0 | 13 | 12 | -18 | 12 | 27 | 0
COc1cc(/C=C2/C(=N)N3C(=NC2=O)SN=C3S(C)(=O)=O)ccc1OS(=O)(=O)c1ccc(C)cc1 | 3.2 | -1 | 12 | 17 | 14 | 16 | 2 | -5
Cc1ccc(OCCn2c(=O)sc3ccccc32)cc1 | -1.1 | 4 | -58 | 3 | -2 | -47 | -15 | -2
CCOc1ccc(-c2nnn(CC(=O)N3CCN(c4ccc(OC)cc4)CC3)n2)cc1OCC | 0.0 | -2 | -12 | 9 | 9 | 6 | 7 | 0
CCn1c(Sc2ccc(N)cc2Cl)nc2ccccc21 | 1.1 | 4 | 4 | 66* | -6 | 9 | 4 | -6
CCSc1ccccc1C(=O)NCc1ccc2c(c1)OCO2 | -0.9 | 2 | -25 | -12 | -7 | -3 | -5 | 2

Shown with values under each structure: entries from further up.
Every second line gives: UPR CHOP act | XBP1 UPR activ | 697 NFkB inh | tim23-1 inh | APJ antagonist | Jurkat NFkB inh | Mdm2-MdmX inh | APJ agonist
- O=C(NCc1ccccn1)C1CCN(S(=O)(=O)c2ccccc2C(F)(F)F)CC1
  -0.4 | -1 | 8 | -4 | 4 | 6 | 16 | -6
- CCOc1ccccc1NC(=O)COn1nnc2ccc(Cl)cc21
  -2.2 | -2 | 13 | 5 | -2 | 3 | -15 | -2

Following part
SMILES | UPR CHOP act | XBP1 UPR activ | 697 NFkB inh | tim23-1 inh | APJ antagonist | Jurkat NFkB inh | Mdm2-MdmX inh | APJ agonist
O=c1oc2cc(Oc3ccc(C(F)(F)F)cc3[N+](=O)[O-])ccc2c2c1CCC2 | -0.4 | -3 | -6 | 6 | 5 | 2 | 12 | 1
c1ccc(CCC2CCCCN2Cc2cn[nH]c2-c2cc3ccccc3o2)nc1 (stereo not given) | -0.7 | -3 | 9 | 17 | -3 | -17 | 5 | -3
CCOCCn1c(N2CCN(c3ccccc3)CC2)nc2c1c(=O)n(C)c(=O)n2C | 0.7 | 1 | -26 | 12 | 12 | -9 | -15 | -4
NC(=O)/C(=C\c1ccccc1)NC(=O)c1ccc(NC(=O)c2ccccc2)cc1 | 2.8 | -2 | 0 | 9 | -5 | 1 | 15 | -1
CC(C)c1nnc(NC(=O)COc2ccc3ccccc3c2)s1 | 1.9 | -2 | -21 | 1 | 17 | -3 | -9 | -3
Cc1cc(C)nc(N2CCCC(C(=O)NC3CCCC3)C2)n1 (stereo not given) | -1.1 | -2 | 7 | 11 | 10 | 4 | 20 | -3
Cc1ccccc1NC(=O)C1C2CCCCC21 (stereo not given) | -0.8 | -3 | 4 | -13 | 10 | -6 | 5 | -2
Cc1cccc(NC(=O)CSc2nnc3ccc(-c4ccccn4)nn23)c1 | 2.1 | -4 | 8 | 6 | 9 | -8 | 22 | 9
Cc1cccc(C)c1NC(=O)CNC(=O)c1cn(-c2ccccc2)nc1-c1ccccc1 | 3.9 | -7 | -1 | 3 | -16 | 2 | 9 | 2
CCCCn1c(N)c(N(CC)C(=O)c2ccc(Cl)c(Cl)c2)c(=O)[nH]c1=O | 1.6 | 2 | 27 | 16 | 8 | 18 | 15 | 2

Records listed so far that bear a hit mark in Mdm2-MdmX inh.
Structure	697 NFkB inh	APJ antagonist	Jurkat NFkB inh	Mdm2-MdmX inh	APJ agonist
CCCCC(=O)/C=C/n1c(=S)oc2ccccc21	-64	5	0	100*	-1

High-throughput results as filed in PubChem.
